Pin1 inhibitor: inhibitors of human Pin1; Pin1 FP peptide displacement, HiFluor488, 10 min; Potency, µM (series often up to 115 µM), without a hit: at the highest dose activity, negative = inhibition, most hits filed as inhibitors; 390,000 tested, 0.009% active; AID 504891; active means well fitted inhibition curve with a large enough effect in the polarisation, with a control signal flat, not every such curve was filed as active; inconclusive means small, poorly fitted or top-dose-only effect, or effect the other way, or a change in a side signal; inactive means no such curve, though single readings can be large or run the other way; the % refers to the polarisation; further: potency means the concentration at half of the fitted maximal effect; on the % scale 0 is the no-effect control and ±100 the full control effect
Target sequence (Q13526 whole entry, looked up): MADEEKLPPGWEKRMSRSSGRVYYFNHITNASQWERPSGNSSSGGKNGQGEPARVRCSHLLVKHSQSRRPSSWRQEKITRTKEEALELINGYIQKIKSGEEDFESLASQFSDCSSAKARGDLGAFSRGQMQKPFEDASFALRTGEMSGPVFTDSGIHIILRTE
TRHR ag: TRH receptor (human) agonism | TRHR cells, calcium flux fluo-8, FDSS agonist mode | AID 493084 | activation, % at 2 µM | 360,000 tested, 0.18% active | P34981; in the data active means activation above about 30%; further: 0% is about no effect
Target sequence (P34981 whole entry, looked up): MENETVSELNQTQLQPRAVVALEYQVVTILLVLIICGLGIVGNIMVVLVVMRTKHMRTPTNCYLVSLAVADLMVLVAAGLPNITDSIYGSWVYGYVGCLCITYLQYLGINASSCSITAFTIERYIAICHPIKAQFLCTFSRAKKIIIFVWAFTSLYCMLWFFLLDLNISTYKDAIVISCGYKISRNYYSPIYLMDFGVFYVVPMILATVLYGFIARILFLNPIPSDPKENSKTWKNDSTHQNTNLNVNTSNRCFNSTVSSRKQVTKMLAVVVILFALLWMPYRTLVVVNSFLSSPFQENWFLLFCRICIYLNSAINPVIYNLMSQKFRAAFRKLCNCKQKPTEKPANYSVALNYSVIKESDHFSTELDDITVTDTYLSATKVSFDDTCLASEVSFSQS
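Steps: seed TRHR cells overnight; add fluo-8 no-wash Ca dye, RT 30 min–1.5 h; record 10 s baseline; pin-transfer compounds; monitor fluorescence 1 cycle/s for the agonist window. Calcium increases flag candidate agonists.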
TrxR1 substrate: substrates of rat thioredoxin reductase 1; 390,000 tested, 0.01% active; purified TrxR1 substrate turnover, NADPH consumption readout; AID 588456; Potency, µM (top dose mostly 114 µM), for the others: at the highest dose activity change, negative = substrate turnover; further: potency means the concentration at half of the fitted maximal effect; on the % scale 0 is the no-effect control and ±100 the full control effect; nearly all actives have a fitted effect of over 50% in size
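Rat TrxR1, dispensed at 90 nM, was prereduced with 400 uM NADPH (final) for 5 min at ~22 deg C, then incubated with compound 15 min before 400 uM selenite. A first-read NADPH fluorescence drop versus no-compound background flagged substrates.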
D2 antag: D2 dopamine receptor (human) antagonism. 340,000 tested, 2% active. inhibition, % at 10 µM. HEK293 TREx D2 cells, calcium flux, dopamine EC80; in the data active means inhibition above about 30%; further: 0% is about no effect
Target sequence (P14416 whole entry, looked up): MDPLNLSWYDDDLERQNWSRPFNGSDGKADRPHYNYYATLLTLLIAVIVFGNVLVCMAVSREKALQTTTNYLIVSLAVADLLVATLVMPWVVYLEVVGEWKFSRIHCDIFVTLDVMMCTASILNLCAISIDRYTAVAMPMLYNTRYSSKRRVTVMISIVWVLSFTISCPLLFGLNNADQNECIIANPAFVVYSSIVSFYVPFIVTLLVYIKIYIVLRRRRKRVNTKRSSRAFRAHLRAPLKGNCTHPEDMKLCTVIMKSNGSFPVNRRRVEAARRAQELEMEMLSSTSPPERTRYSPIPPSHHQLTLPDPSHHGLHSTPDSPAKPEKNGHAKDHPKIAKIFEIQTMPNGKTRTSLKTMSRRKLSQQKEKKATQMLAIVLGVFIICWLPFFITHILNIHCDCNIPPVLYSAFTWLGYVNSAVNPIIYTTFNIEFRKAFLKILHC
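Calcium flux kinetic readout in an inducible HEK293 TREx D2 line plated overnight at 30 C. After 180 s compound exposure, an EC80 dopamine challenge follows with another 180 s kinetic read to detect antagonism.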
IDH1 R132H inh: human IDH1 R132H inhibition | 390,000 tested, 0.093% active | Potency, µM (top dose mostly 76.6 µM), inactives show at the top dose activity change, negative = inhibition, actives largely listed as inhibitors | IDH1-R132H enzyme, NADPH consumption, diaphorase/resazurin fluorescence | AID 602179 | O75874; further: potency means the concentration at half of the fitted maximal effect; on the % scale 0 is the no-effect control and ±100 the full control effect; nearly all actives have a fitted effect of over 65% in size
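IDH1-R132H (0.5 ug/mL dispensed) in pH 7.5 Tris buffer was preincubated 30 min with compound, then given a substrate mix of 0.016 mM NADPH and 2 mM alpha-KG for 80 min at room temperature; remaining NADPH was read by diaphorase/resazurin fluorescence.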
TrxR1 inh: inhibitors of rat thioredoxin reductase 1 | 390,000 tested, 1% active | O89049 | AID 588453 | recombinant rTrxR1, NADPH fluorescence consumption, selenite substrate | Potency, µM (top dose mostly 114 µM), inactives show at the top dose activity change, negative = inhibition, usual class: inhibitors; further: potency means the concentration at half of the fitted maximal effect; on the % scale 0 is the no-effect control and ±100 the full control effect; nearly all actives have a fitted effect of over 65% in size
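Rat TrxR1 (90 nM in the dispensed reagent) was pre-reduced with 400 uM NADPH for 5 min at room temperature, then incubated with compound for 15 min. After 400 uM selenite was added, NADPH fluorescence (Ex 340/Em 450 nm) was followed for 8 min.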
TRHR PAM: TRH receptor (human) allosteric enhancement; TRHR cells, fluo-8 calcium fluorescence, EC20 TRH enhancement; enhancement, % at 2 µM; P34981; 360,000 tested, 0.66% active; AID 493056; in the data active means enhancement above about 30%; further: 0% is about no effect
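TRHR-expressing cells loaded with fluo-8 calcium dye were read kinetically (ex 480/em 530) during compound addition, then stimulated with an EC20 of TRH (10 nM final). Enhancement of the Gq-mediated intracellular calcium response was scored.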
D2 ag: D2 dopamine receptor (human) agonism; P14416; HEK293 T-REx D2 cells, calcium flux agonist mode; activation, % at 2 µM; 340,000 tested, 0.53% active;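 active means activation over 3 SD above normal in the single-dose calcium agonist read, cut at about 30% in these data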; further: 0% is about no effect
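Agonism scored from kinetic calcium signal (1 read/sec, 180 s) following compound pin transfer, after a 10 s baseline. Cells: HEK293 Trex line expressing inducible D2 receptor coupled to calcium, dye-loaded after overnight culture at 30 C.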
USP1-UAF1 inh: USP1/UAF1 (human) deubiquitinase inhibition; recombinant USP1/UAF1, Ub-Rhodamine cleavage fluorescence; Potency, µM (highest dose often 57.1 µM), inactives show at the top dose activity change, negative = inhibition, actives largely listed as inhibitors; 390,000 tested, 0.23% active; further: potency means the concentration at half of the fitted maximal effect; on the % scale 0 is the no-effect control and ±100 the full control effect; nearly all actives have a fitted effect of over 60% in size; inactives centre near -12
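In this screen, compounds sit with the deubiquitinase complex (1nM) for 15 min at room temperature before Ub-Rho is added at 150nM final. Fluorescence rise is then followed for 6 reads every 60 seconds.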
Active calls of the source: *; u = inconclusive; x = not tested or not shown; & = joins results of further samples; [ ] = another dose, or the depositor's remark. Unless noted, the call rests on the fitted dose curve; in most records, active means well fitted inhibition curve with a large enough effect; inconclusive means small, poorly fitted or top-dose-only effect; inactive means no such curve, though single readings can be large or run the other way.

SMILES	Pin1 inhibitor	TRHR ag	TrxR1 substrate	D2 antag	IDH1 R132H inh	TrxR1 inh	TRHR PAM	D2 ag	USP1-UAF1 inh
S=C(NCc1ccco1)N1CCN(c2cccc(Cl)c2)CC1	21%	-0.1	-4%	-16	3%	-5%	-1	0.6	-8%
COC(=O)c1c(N)n(-c2ccc(NC(C)=O)cc2)c2nc3ccccc3nc12	41%[activator]	0.2	86%[activator][57.1 µM]	-10	7%	30%[57.1 µM]	6	3.8	u
CCOc1ccccc1NC(=O)N1CCc2ccccc2C1	-9%	-0.1	-3%	-11	5%	18%	-4	1.5	-14%
Cc1cc(C)c(C(=O)COC(=O)c2nn(C)c(=O)c3ccccc23)cc1C	2%	-0.1	-6%	19	4%	15%	-4	-0.2	-25%
O=C(Nc1ccc(F)cc1)c1ccc(Br)c(S(=O)(=O)N2CCOCC2)c1	-8%	1.3	-7%[57.1 µM]	-15	0%	-9%[57.1 µM]	5	1.7	1%
CCOC(=O)C1CCN(S(=O)(=O)c2ccc(-c3cc(C(F)(F)F)n(C)n3)s2)CC1	u	-0.3	-1%	-21	4%	8%	-5	-0.3	4%
CN(C)S(=O)(=O)N1CCC(Oc2ccc(C(=O)NCc3cnn(C)c3)cc2)CC1	-2%	-0.3	-14%[57.1 µM]	10	3%	19%[57.1 µM]	0	-0.2	-17%
CNC(=O)CN1C(=O)COc2ccc(S(=O)(=O)N3CCC(C)CC3)cc21	-3%	0.6	-2%	x	-3%	5%	-4	0.0	-7%
CCN1C(=O)CC(N2CCOCC2)C1=O (stereo unspecified)	0%	0.2	0%	-3	12%	7%[57.1 µM]	7	0.6	-21%
O=C(NCc1ccco1)C1Cc2ccccc2CN1S(=O)(=O)c1ccccc1F (stereo unspecified)	u	x	-1%	x	1%	16µM*	x	x	-2%
COc1cc(Cn2c(-c3ccc(O)c(OC)c3)nc3ccccc32)ccc1O	1%	0.1	3%	5	-4%	1%	0	0.8	-2%
CCN(CCn1cccn1)Cc1ccccc1OCC(O)CN1CCc2ccccc2C1 (stereo unspecified)	-2%	-1.7	-14%[57.1 µM]	14	6%	9%[57.1 µM]	5	-0.1	-17%
COc1ccc(C(=O)Nc2ccccc2C(=O)O)cc1NC(=O)C(c1ccccc1)c1ccccc1	u	-0.3	5%	10	-4%	16%	-4	0.2	u
CCC(Oc1ccccc1)C(=O)N1CCN(C(=O)C(CC)Oc2ccccc2)CC1 (stereo unspecified)	-1%	-0.1	-4%	16	-1%	4%	2	0.3	-24%
CCc1nn(CCCC(=O)NCc2ccc(OC)c(OC)c2)c(=O)c2cc3occc3n12	8%	0.0	0%	x	x	5%	-4	x	-1%
CCOC(=O)C1(Cc2ccccc2)CCCN(Cc2ccc(OCC)c(CO)c2)C1 (stereo unspecified)	-2%	-0.9	-2%	-6	-1%	14%	9	-0.6	-9%
CC1CCC(NC(=O)CN2CCCN(Cc3ccc(F)cc3Cl)C2=O)CC1 (stereo unspecified)	-5%	-1.5	16%[57.1 µM]	-9	5%	12%[57.1 µM]	-6	-0.7	-8%
C#C[C@]1(O)CC[C@H]2[C@@H]3CCc4cc(OC)ccc4[C@H]3CC[C@@]21C	1%	0.4	1%	-24	-3%	23%	2	-1.4	-11%
Cc1cccc(Cn2c(C(C)O)nc3ccccc32)c1 (stereo unspecified)	8%	-0.9	-10%	11	2%	-12%	-3	-0.6	3%
CC(C)(C)OC(=O)CNC(=O)c1[nH]cnc1C(=O)N[C@@H](Cc1ccccc1)C(=O)OCc1ccccc1	10%	2.4	-5%	-5	11%	25%	-4	-0.4	-20%
COc1cc(NC(=O)[C@@H]2CCCN2S(=O)(=O)c2cccc3cccnc23)cc(OC)c1OC	-5%	-0.5	10%[57.1 µM]	7	-12%	31%[57.1 µM]	2	-1.3	-16%
C/C(=N/NC(=O)c1ccc2c(c1)OCCO2)c1ccc([N+](=O)[O-])cc1	-2%	-0.8	-2%	9	-6%	6%	-3	-0.6	-20%
Cc1cccc(-n2ccc(=O)c(C(=O)O)n2)c1	1%	-0.2	-2%	5	1%	15%	-2	0.7	-8%
CCC(=O)Nc1nc2c(OC)ccc(C)c2s1	-2%	-0.5	10%[57.1 µM]	-42	5%	14%[57.1 µM]	16	-0.5	-26%
CC(C)CC(NC(=O)OC(C)(C)C)c1cn([C@@H](CCC(=O)OC(C)(C)C)C(=O)N2CCN(C(=O)OC(C)(C)C)CC2)nn1 (stereo partly specified)	-1%	1.1	-3%[57.1 µM]	-6	-11%	-11%[57.1 µM]	4	1.2	-16%
COc1ccc(CCNC(=O)[C@H](C)NC(=O)N2CCn3c2nc2ccccc23)cc1OC	-5%	1.2	-1%	37*	-6%	11%	-2	0.3	-16%
CCN(CC)S(=O)(=O)c1ccc(OCC(=O)NC(=O)c2ccccc2OC)c([N+](=O)[O-])c1	5%	-0.1	0%	-4	1%	12%	-2	-0.2	-21%
COc1ccc(C(=O)NCCCN2CCOCC2)cc1	-1%	0.0	0%	-4	-8%	12%	2	0.6	-17%
COc1ccc(-n2ncc(C(=O)N3CCN(Cc4ccccc4)CC3)c2C2CCN(C(=O)OC(C)(C)C)CC2)cc1	-5%	0.0	5%	x	8%	13%	9	-0.5	-24%
CC1CCCC(C)N1C(=O)COc1cccc(Oc2ccccc2)c1 (stereo unspecified)	0%	x	-1%	x	1%	16%	x	x	-21%
COc1cccc(/C=N/NC(=O)NC23CC4CC(CC(C4)C2)C3)c1O	-4%	x	4%[57.1 µM]	x	-8%	9%[57.1 µM]	x	x	-11%
CCOC(=O)C1CCN(C(=O)CCNC(=O)c2cc(OC)c(OC)c(OC)c2)CC1	2%	0.2	-6%	-6	2%	12%	-1	0.0	9%
Cc1ccccc1NC(=O)/C(=C\c1cccs1)NC(=O)c1ccccc1	5%	0.6	-10%	-11	6%	-11%	-1	1.3	-2%
COc1ccc(C(OC(=O)c2ccco2)C(=O)NC2CCCC2)cc1OC (stereo unspecified)	-4%	-0.4	-1%	-9	0%	10%	-1	-0.6	u
Cn1c(COc2ccccc2)nnc1SCCSc1nnc(COc2ccccc2)n1C	-3%	-0.7	12%	-21	8%	32%[activator]	-5	-0.3	-7%
CCN(CC)c1ccc(NS(=O)(=O)c2ccc(-c3ccc(=O)[nH]n3)o2)c(C)c1	-1%	-0.4	94%[activator]	19	16%	38%[activator]	8	0.3	-13%
CCOc1ccc(N(CC(=O)Nc2cccc(C)c2C)S(=O)(=O)c2c(C)[nH]c(=O)[nH]c2=O)cc1	-10%	-0.5	-2%	0	-11%	26%	18	-1.1	5%
O=C(CN1CCN(S(=O)(=O)c2ccc(F)cc2)CC1)Nc1ccccc1C(=O)NC1CC1	-8%	-0.9	-5%	6	10%	-6%	1	0.2	-19%
CCS(=O)(=O)c1ccc(C(=O)NC2CC2)c(Cl)c1Cl	-12%	0.1	-2%	2	4%	27%	-6	-0.3	-1%
Cc1onc(-c2ccccc2Cl)c1C(=O)Nc1nnc(-c2ccc(Cl)cc2Cl)s1	30%[activator]	0.4	20%[57.1 µM]	9	-2%	4%[57.1 µM]	4	-0.1	u

A draw from above in order of number of heavy atoms, descending.
SMILES	Pin1 inhibitor	TRHR ag	TrxR1 substrate	D2 antag	IDH1 R132H inh	TrxR1 inh	TRHR PAM	D2 ag	USP1-UAF1 inh
CCC(Oc1ccccc1)C(=O)N1CCN(C(=O)C(CC)Oc2ccccc2)CC1 (stereo unspecified)	-1%	-0.1	-4%	16	-1%	4%	2	0.3	-24%
Cc1ccccc1NC(=O)/C(=C\c1cccs1)NC(=O)c1ccccc1	5%	0.6	-10%	-11	6%	-11%	-1	1.3	-2%
CCOc1ccccc1NC(=O)N1CCc2ccccc2C1	-9%	-0.1	-3%	-11	5%	18%	-4	1.5	-14%

(next part)
SMILES	Pin1 inhibitor	TRHR ag	TrxR1 substrate	D2 antag	IDH1 R132H inh	TrxR1 inh	TRHR PAM	D2 ag	USP1-UAF1 inh
CNC(=O)c1cc(NC(=O)N(CCC#N)CCN(C(=O)NC(Cc2ccccc2)C(=O)NC(CC(C)C)C(=O)NC)c2ccccc2)ccc1OC (stereo unspecified)	1%	x	21%	x	7%	0%	x	x	-13%
CC(C)(C)c1ccc(Oc2ccc(N)cc2)cc1	-8%	1.4	-7%	-2	6%	5%	4	3.3	-13%
Cc1ccc(NC(=O)Cn2nnc(C(=O)NCc3cccs3)c2N)cc1Cl	0%&2%	1.1&0.5	-2%&0%	-22	-10%&-13%	11%&19%	18&11	-0.2&0.4	-20%&-10%
CCCc1nnc(NC(=O)CCS(=O)(=O)Cc2ccccc2)s1	-5%	-0.3	1%	-33	0%	4%	-3	-0.6	-8%
CCOc1[nH]c(/N=C/c2ccco2)c(C#N)c1C#N	u	0.5	-11%&-3%	3	2%	u	-2	2.9	-11%
CN(C(=O)Nc1cnccc1C(F)(F)F)C1CCCCC1	-3%	0.9	14%	-4	3%	10%	7	2.1	-13%
O=C1CCC(C(=O)N2CCCCO2)CN1CCc1ccccc1 (stereo unspecified)	0%	0.3	0%	x	-1%	6%	-4	x	-5%
C/C(=C/C(=O)O)C(=O)Nc1cccc(C(F)(F)F)c1	1%	-0.6	2%	11	-5%	8%	1	-0.2	-4%
O=C1C=C(c2cccc(Cl)c2O)C[C@@H](c2ccc(F)cc2)C1	u	1.5	-12%	6	-12%	-7%	2	-2.0	-16%
Cc1ccc(C2N(c3ccc(Cl)c(Cl)c3)C(=O)C3CCCN32)o1 (stereo unspecified)	9%	-2.3	6%	-5	2%	0%	-7	0.9	-20%
Cc1cc(C)n(CC(C)NC(=O)CCc2nnc(CCc3ccccc3)o2)n1 (stereo unspecified)	2%	-0.4	0%	18	3%	17%	-2	0.8	-16%
CS(=O)(=O)c1ccc2nc(NC(=O)C3COc4ccccc4O3)sc2c1 (stereo unspecified)	7%	0.1	-4%	0	-7%	-11%	-3	-0.1	2%
O=S(=O)(N[C@H](CO)c1ccccc1)c1ccc(Br)cc1F	0%	x	3%	x	8%	12%	x	x	-22%

Bioassay records from PubChem BioAssay.

Some of the compounds tested, so the mix of outcomes need not match the whole.
